hERG rescue = compounds protecting human hERG from proarrhythmic drug block. activation (rescue from dofetilide block), less the hit threshold, % at 10 µM. CHO-hERG, FluxOR thallium flux, dofetilide IC70 present. 310,000 tested, 0.51% active. Q12809;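 active means activation above the mean of controls blocked by dofetilide plus 5 SD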;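 further: thallium influx through hERG after potassium depolarization seen as dye fluorescence rise; in these data hits start at about 4.7%; inactives centre near -7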
Target sequence (Q12809 whole entry, looked up): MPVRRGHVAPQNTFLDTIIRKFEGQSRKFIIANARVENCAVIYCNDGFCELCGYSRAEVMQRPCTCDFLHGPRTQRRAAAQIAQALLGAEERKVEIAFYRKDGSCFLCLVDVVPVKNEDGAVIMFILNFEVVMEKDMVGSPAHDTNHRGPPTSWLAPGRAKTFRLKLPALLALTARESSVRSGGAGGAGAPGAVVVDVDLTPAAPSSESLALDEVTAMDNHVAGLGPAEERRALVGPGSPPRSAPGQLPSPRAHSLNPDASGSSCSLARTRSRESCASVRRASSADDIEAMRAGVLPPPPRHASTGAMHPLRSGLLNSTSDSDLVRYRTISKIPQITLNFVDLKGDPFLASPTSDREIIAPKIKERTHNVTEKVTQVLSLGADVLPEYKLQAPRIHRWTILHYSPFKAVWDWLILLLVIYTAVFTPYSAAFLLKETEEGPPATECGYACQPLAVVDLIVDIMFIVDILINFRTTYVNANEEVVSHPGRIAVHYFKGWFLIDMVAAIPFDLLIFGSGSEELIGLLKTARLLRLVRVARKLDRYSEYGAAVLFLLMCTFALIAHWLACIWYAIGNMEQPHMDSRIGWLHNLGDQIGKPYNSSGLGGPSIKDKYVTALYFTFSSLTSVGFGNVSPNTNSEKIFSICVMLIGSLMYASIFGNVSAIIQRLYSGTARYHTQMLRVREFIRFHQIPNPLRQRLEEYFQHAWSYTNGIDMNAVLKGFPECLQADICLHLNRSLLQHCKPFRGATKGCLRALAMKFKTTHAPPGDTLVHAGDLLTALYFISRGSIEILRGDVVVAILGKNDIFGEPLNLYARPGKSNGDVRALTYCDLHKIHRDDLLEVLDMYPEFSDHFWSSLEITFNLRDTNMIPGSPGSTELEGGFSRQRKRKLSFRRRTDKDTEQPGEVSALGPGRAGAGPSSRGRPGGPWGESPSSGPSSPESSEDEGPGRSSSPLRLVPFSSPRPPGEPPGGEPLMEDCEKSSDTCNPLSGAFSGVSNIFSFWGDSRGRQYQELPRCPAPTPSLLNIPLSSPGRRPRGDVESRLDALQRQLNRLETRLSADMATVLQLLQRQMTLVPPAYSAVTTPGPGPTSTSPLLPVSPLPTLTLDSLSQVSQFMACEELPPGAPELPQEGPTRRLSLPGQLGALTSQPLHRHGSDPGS
DYRK1A inh = Dyrk1A (rat) kinase inhibition; Q63470; ADP-Glo luminescence, NFATc1 peptide; inhibition, % at 12.5 µM; 310,000 tested, 0.43% active; AID 504441; in the data active means inhibition above about 50%;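 further: plate controls were vehicle with enzyme for no effect and no enzyme for full effect; many of its hits are not listed in these tables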
HDAC3 inh = human HDAC3 inhibition. O15379. recombinant HDAC3, fluorogenic peptide/trypsin coupled, fluorescence. inhibition, % at 8.3 µM. 320,000 tested, 0.15% active. AID 2718; in the data active means inhibition above about 26%, passing the limit was not always enough; inconclusive means no clear call, values can overlap the other calls
KCNK9 inh = inhibitors of human KCNK9 two-pore domain potassium channel | Q9NPC2 | HEK293 KCNK9, FluxOR thallium flux fluorescence; hits give low values | B-score at 10 µM | 310,000 tested, 1.2% active | AID 488922;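 active means ratio B-score over 3 SD below the library mean, with starting fluorescence within 5 SD of its mean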;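 further: negative B-score means less thallium flux so channel inhibition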
ANO1 block = mouse TMEM16A channel inhibition, primary screen; HEK293 TMEM16A/YFP iodide influx fluorescence, ionomycin; normalized B-score (activity score, 25-100; higher = stronger inhibition) at 10 µM; 310,000 tested, 1.2% active;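 active means ratio plate-corrected score three or more library SD toward inhibition, starting fluorescence score within five deviations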;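 further: score derived from kinetic fluorescence span divided by baseline fluorescence per well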
TRPC4 PAM = allosterically enhances the mouse TRPC4 cation channel. Q9QUQ5. HEK293 TRPC4beta/mu-opioid, DAMGO EC20, Fluo-4 Ca2+ flux; hits give high values. B-score at 10 µM. 310,000 tested, 0.42% active. AID 2227;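 active means B-score of calcium response area above 5 SD of library B-scores, with initial fluorescence ratio within 5 SD of library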;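 further: B-score of integrated fluorescence ratio over time as area under calcium response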
KCNQ1 pot = potentiators or activators of human KCNQ1 potassium channel | CHO-K1 KCNQ1, thallium flux FluxOR fluorescence; hits give high values | B-score at 10 µM | 310,000 tested, 0.35% active | P51787;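 active means fluorescence ratio B-score, a plate-corrected score, at least three library SD, with initial intensity B-score within 5 SD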
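Assay system: stable KCNQ1 CHO-K1 line; medium: assay buffer, equal DMSO in all wells; timing: 90 min dye loading and 20 min compound exposure, both at room temperature; technique: kinetic FluxOR thallium fluorescence, 10-s 1-Hz baseline, 110-s post-stimulus read; read-out basis: B score of baseline-normalized fluorescence ratio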
TMEM16A act = activators or potentiators of mouse TMEM16A chloride channel | 340,000 tested, 0.3% active | B-score at 10 µM | HEK293 TMEM16A/YFP-H148Q/I152L, iodide quench fluorescence; hits give low values | Q8BHY3 | AID 623877;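 active means fluorescence-ratio B-score plate-corrected deviation score at least 3 library SD below zero, with starting fluorescence score within 5 deviations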;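 further: channel opened by trigger with iodide after compound preincubation; score built on the fluorescence ratio of max minus min over baseline; more negative score means more quench and so TMEM16A activation or potentiation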
KCNQ1 block = blocks the human KCNQ1 potassium channel; AID 2642; B-score at 10 µM; P51787; 310,000 tested, 1.3% active; CHO-K1 KCNQ1, FluxOR thallium flux fluorescence; hits give high values;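 active means compounds whose thallium flux B-score, printed positive for inhibition, exceeds three library SD while starting fluorescence stays within three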;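 further: channel opened by potassium depolarization with thallium stimulus after 20 min compound exposure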
TRPC4 agonist = TRPC4 (mouse) channel activation. B-score at 10 µM. 310,000 tested, 0.49% active. HEK293 TRPC4beta/mu-opioid, Fluo4 calcium fluorescence; hits give high values;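 active means B-score above 5 SD of library B-scores, and initial fluorescence ratio not above library mean plus 5 SD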;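 further: positive B-score marks a calcium rise read as TRPC4 activation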
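Assay system – TRPC4beta and mu-opioid receptor HEK293 stable cells · Measured by – Fluo4 fluorescence, kinetic · Schedule – dye loading 45 min room temperature, 110 s kinetic read · Read-out – B-scored integrated calcium fluorescence ratio · Controls – buffer and maximal DAMGO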
KCNK3 inh = human KCNK3 channel inhibition, primary screen; CHO-KCNK3 thallium flux, FluxOR fluorescence; hits give low values; AID 602410; O14649; 340,000 tested, 0.84% active; B-score at 10 µM;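 active means B-score under library mean minus 4 SD, starting fluorescence ratio at most library mean plus 5 SD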;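 further: more negative B-score means stronger inhibition of thallium flux through KCNK3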
* = called active by the depositor; i = inactive; u = inconclusive; x = no result given.

no.	Structure	KCNQ1 block	TRPC4 agonist	DYRK1A inh	KCNK3 inh	hERG rescue	HDAC3 inh	ANO1 block	KCNQ1 pot	TMEM16A act	KCNK9 inh	TRPC4 PAM
1	O=C(O)C1CCCCC1C(=O)Nc1nc(-c2ccc(Cl)s2)cs1 (centres undefined)	i	i	2.8	i	-1.9	3.9	i	i	i	i	i
2	O=C(Nc1ccccc1Cl)NC1(C(=O)NCc2ccncc2)CCCCC1	i	i	-2.5	i	-6.7	4.5	i	i	i	i	i
3	O=C(Nc1ccncc1)c1ccc2c(c1)C(=O)N(CC1CCCO1)C2=O (centres undefined)	i	i	-12.4	i	-4.4	x	i	i	i	i	i
4	COc1ccc(/C=N/Nc2nc(-c3ccc(C)cc3)c(NC(C)=O)s2)cc1OC	i	i	x	i	-3.3	1.7	i	i	i	i	i
5	Nc1nnnn1/N=C/c1ccco1	i	i	2.3	i	-6.0	0.6	i	i	i	i	i
6	Cc1cccc(NC2=Nc3ccccc3N3C2=Nc2c(c(C)nn2-c2ccccc2)C3c2ccc(O)c(O)c2)c1 (centres undefined)	i	i	3.8	i	-1.1	-10.8	i	i	i	i	i
7	CCN(CC(=O)NC(C)(C)C)C(=O)CCl	i	i	x	i	-10.8	8.3	i	i	i	i	i
8	O=C(/C=C/c1ccccc1)Oc1cccc2cccnc12	i	i	7.0	i	-12.4	9.4	i	i	i	i	i
9	C=C(C)CNC(=S)Nc1ccc(S(=O)(=O)Nc2cnc3ccccc3n2)cc1	i	i	-4.9	i	-14.1	-1.1	i	i	i	i	i
10	COC(=O)N/N=C1/C/C(=N\NC(=O)OC)c2ccccc21	i	i	5.1	i	-6.2	u	i	i	i	i	i
11	CCCCSc1nc(C)cc(SCC(=O)N/N=C/c2cccc(OC)c2O)n1	i	i	-1.1	i	-9.6	-1.4	100*	i	i	i	i
12	CCc1ccc(NC(=O)c2noc3c2CCc2ccccc2-3)cc1	i	i	1.7	i	-9.3	-0.7	i	i	i	i	i
13	O=C(O)CCC(=O)N1CCc2cc(S(=O)(=O)N3CCC(Cc4ccccc4)CC3)ccc21	i	i	1.4	i	-9.3	3.1	i	i	i	i	i
14	OCCC1CN(Cc2nc3c(s2)CCCC3)CCN1Cc1ccccc1 (centres undefined)	i	i	1.9	i	-6.8	x	i	i	i	i	i
15	CCN(CCO)Cc1csc2cccc(Br)c12	i	i	7.6	i	-7.3	1.0	i	i	i	i	i
16	Cc1ccc(NC(=O)CSc2nnc(CCCCCNC(=O)OC(C)(C)C)o2)c(C)c1	i	i	0.5	i	-11.5	-0.2	i	i	i	i	i
17	COc1cc(/C=C/C(=O)OCC(=O)NCc2ccco2)ccc1OCC#N	i	i	-2.2	i	-2.4	1.6	i	i	i	i	i
18	Cc1ccc(C2=NN(CC(=O)NCCC(C)C)C(=O)CC2)cc1	i	i	2.4	i	-3.4	8.3	i	i	i	i	i
19	Cc1ccc(N2CC(C(=O)NC3=NCCS3)CC2=O)cc1C (centres undefined)	i	i	-0.3	i	-3.8	-0.1	i	i	i	i	i
20	Cc1ccc2c(C)c(C(=O)N(Cc3ccc(N(C)C)cc3)C3CCS(=O)(=O)C3)oc2c1 (centres undefined)	i	i	1.4	i	-5.7	2.7	i	i	i	i	i
21	CCCN(CC(=O)Nc1ccccc1C)C(=O)c1ccc(Cl)c(S(=O)(=O)N2CCCC2)c1	i	i	8.9	i	-11.8	-1.2	i	i	i	i	i
22	Cc1ccc(S(=O)(=O)Nc2c(C)n(C)n(-c3ccccc3)c2=O)cc1C(=O)OCC(=O)N1CCCC(C)C1 (centres undefined)	i	i	1.4	i	-13.9	-5.4	i	i	i	i	i
23	Cc1cccc(NS(=O)(=O)c2c(C)noc2C)c1	i	i	0.0	i	-4.0	-5.8	i	i	i	i	i
24	CC(=O)c1cccc(NC(=O)Cc2ccc3c(c2)CCCC3)c1	i	i	-9.6	i	1.2	3.0	i	i	i	i	i
25	NNC(=O)Cn1c2ccccc2c2ccccc21	i	i	x	i	-8.5	0.2	i	i	i	i	i
26	CCn1c(C(=O)NCc2cccnc2)cc2sc(Cl)cc21	i	i	4.2	i	-12.8	5.3	i	i	i	i	i
27	Cc1ccc([N+](=O)[O-])cc1NC(=O)c1cccs1	i	i	-1.3	i	-15.2	2.0	i	i	i	i	i
28	Oc1cccc(Nc2ncnc3c2oc2ccccc23)c1	i	i	16.9	i	-6.5	-5.1	i	i	i	i	i
29	Cn1c(N2CCOCC2)c(/C=N/OC(=O)c2ccc(F)cc2)c2ccccc21	i	i	2.4	i	-16.1	6.0	i	i	i	i	i
30	Cc1ccc(S(=O)(=O)N2CCC(C(=O)N(C)C3CCS(=O)(=O)C3)CC2)cc1 (centres undefined)	i	i	6.4	i	-5.4	-5.2	i	i	i	i	i
31	Cc1cc(O)cc(=O)n1C	i	i	-7.5	i	-11.1	-8.1	i	i	i	i	i
32	COc1ccc(C)cc1NC(=O)CSc1nnc(CC(=O)Nc2cccc(C(F)(F)F)c2)n1C	i	i	0.7	i	-6.3	x	i	i	i	i	i
33	Cc1[nH]c2ccccc2c1C(=O)COC(=O)c1ccc2c(=O)n3c(nc2c1)CCC3	i	i	-1.7	i	-3.5	0.7	i	i	i	i	i
34	CCCCN(CCCNC(=O)CN1C(=O)COc2ccccc21)c1ccccc1	i	i	26.1	i	-4.0	3.2	i	i	i	i	i
35	CC(O)CNC(=S)Nc1ccccc1 (centres undefined)	i	i	0.5	i	-9.7	0.9	i	i	i	i	i
36	c1ccc(-c2ccc(OCCN3CCOCC3)cc2)cc1	i	i	-2.3	i	-3.0	-1.9	i	i	i	i	i
37	CC(=O)CSc1nsc(SCC(C)=O)c1C#N	i	i	16.6	i	-1.7	1.7	i	i	i	i	i
38	CCOc1ccc(S(=O)(=O)N(CC)CC(=O)NCc2ccccn2)cc1C	i	i	2.7	i	-6.8	0.3	i	i	i	i	i
39	Cc1ccc(C)c(NC(=O)CN(C)C(=O)c2ccc(Cl)nc2)c1	i	i	-1.9	i	-6.2	3.5	i	i	i	i	i
40	O=C(c1ccccc1NS(=O)(=O)c1ccc(F)cc1)N1CCOCC1	i	i	0.6	i	1.2	-3.3	i	i	i	i	i
41	CCc1c(C)[nH]n(CCC#N)c1=O	i	i	11.2	i	-13.1	8.2	i	i	i	i	i
42	COc1ccc(OC)c(NC(=O)C2CC2c2ccccc2)c1 (centres undefined)	i	i	6.8	i	2.2	-2.8	i	i	i	i	i
43	COc1ccccc1CNC(=O)C(NC(=O)c1ccccc1C)C(C)C (centres undefined)	i	i	3.2	i	-6.3	4.9	i	i	i	i	i
44	COc1ccc2nc(SCC(=O)Nc3ccc4c(c3)OCCO4)[nH]c2c1	i	i	3.8	i	-10.1	-1.1	i	i	i	i	i
45	C=CCOc1ccc(C=Nc2ccc(OC)cc2)c(O)c1	i	i	1.3	i	-8.9	-1.9	i	i	i	i	i
46	Cc1ccc(S(=O)(=O)N[C@H](C(=O)OCn2nnc3ccccc3c2=O)C(C)C)cc1	i	i	1.3	i	-8.8	0.6	i	i	i	i	i
47	COC(=O)c1sccc1NC(=O)c1ccncc1	i	i	-50.4	i	-13.7	-0.8	i	i	i	i	i
48	Cc1c(CNCCc2ccc(Cl)cc2)c(C(=O)O)c(C)n1Cc1ccccc1	i	i	-0.3	i	-30.7	1.6	i	i	i	i	i
49	Cc1ccc(-c2cc(C(=O)N3CCCC3)no2)cc1	i	i	-2.2	i	-2.8	-2.4	i	i	i	i	i
50	CCN(C(=O)COC(=O)c1ccc(N2C(=O)c3ccccc3C2=O)cc1)C1CCS(=O)(=O)C1 (centres undefined)	i	i	-4.2	i	-13.4	u	i	i	i	i	i
51	CCOc1ccc(S(=O)(=O)NCCC(=O)Nc2ccncc2)cc1	i	i	x	i	-18.6	-9.0	i	i	i	i	i
52	COc1ccc(C(=O)NC(=S)Nc2nc(-c3ccc(OC)c(Br)c3)cs2)cc1Br	i	i	x	i	-8.6	1.6	i	i	i	i	i
53	CNC(=S)Nc1sc2c(c1C(=O)OC)CCC2	i	i	-0.1	i	11.0*	0.7	i	16*	i	i	i
54	CC(=O)c1cccc(NC(=O)NCCS(C)=O)c1 (centres undefined)	i	i	2.0	i	-8.1	-1.0	i	i	i	i	i
55	COc1cc(NC(=O)c2ccc(-c3csc(C)n3)cc2)c(OC)cc1Cl	i	i	3.0	i	-1.8	-0.1	i	i	i	i	i
56	O=C(NC(=S)N1CCCCC1CO)C12CC3CC(CC(C3)C1)C2 (centres undefined)	i	i	x	i	-8.1	5.4	i	i	i	i	i
57	CC(=O)Nc1ccc(OCC(O)CN2CCN(Cc3ccccc3)CC2)cc1 (centres undefined)	i	i	-7.5	i	-1.9	8.7	i	i	i	i	i
58	COc1ccc(-c2nnc(-c3ccc(N(C)C)cc3)o2)cc1	i	i	3.1	i	-10.7	-8.2	i	i	i	i	i
59	CCNc1nc(SC(C)C(=O)Nc2ccccc2)nc(N(C)C)n1 (centres undefined)	i	i	-4.4	i	-3.8	-2.6	i	i	i	i	i
60	O=C(NC1(C(F)(F)F)NC(=O)N(Cc2cccnc2)C1=O)c1cccs1 (centres undefined)	i	i	5.0	i	-0.4	-1.0	i	i	i	i	i

Next section:
no.	Structure	KCNQ1 block	TRPC4 agonist	DYRK1A inh	KCNK3 inh	hERG rescue	HDAC3 inh	ANO1 block	KCNQ1 pot	TMEM16A act	KCNK9 inh	TRPC4 PAM
61	Cc1cc(-c2ccccc2)c(C#N)c(=S)[nH]1	i	i	-6.9	i	-0.1	8.8	i	i	i	i	i
62	COc1cc(S(=O)(=O)N2CCCN(C)CC2)ccc1NC(C)=O	i	i	-3.7	i	-2.0	0.0	i	i	i	i	i
63	Cc1ccc(C(=O)Nc2ccc3c(c2)ncn3C)cc1	i	i	-5.9	i	-8.8	2.7	i	i	i	i	i
64	O=C(NCC1CCCO1)c1cc(S(=O)(=O)N2CCOCC2)ccc1Cl (centres undefined)	i	i	-4.1	i	-6.1	8.8	i	i	i	i	i
65	Nc1nnc(CC(=O)N/N=C/c2ccccc2OCc2ccccc2F)s1	i	i	-3.5	i	-9.3	3.0	i	i	i	i	i

Screens from PubChem BioAssay.

A portion of the library; count on the stated rates, not on these rows.
